EP2 antag – blocks the human prostaglandin E2 receptor EP2; P43116; inhibition, % at 25 µM; C6 glioma cells expressing human EP2, cAMP TR-FRET; cells stimulated with saturating PGE2; AID 1422; 0.52% of 260,000 active;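 active = percent inhibition above 40 after rounding to a whole number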;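 note: rat C6 glioma host cells with rolipram phosphodiesterase inhibitor present; the protocol text gives 20 µM as final concentration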
Target sequence (P43116 whole entry, looked up): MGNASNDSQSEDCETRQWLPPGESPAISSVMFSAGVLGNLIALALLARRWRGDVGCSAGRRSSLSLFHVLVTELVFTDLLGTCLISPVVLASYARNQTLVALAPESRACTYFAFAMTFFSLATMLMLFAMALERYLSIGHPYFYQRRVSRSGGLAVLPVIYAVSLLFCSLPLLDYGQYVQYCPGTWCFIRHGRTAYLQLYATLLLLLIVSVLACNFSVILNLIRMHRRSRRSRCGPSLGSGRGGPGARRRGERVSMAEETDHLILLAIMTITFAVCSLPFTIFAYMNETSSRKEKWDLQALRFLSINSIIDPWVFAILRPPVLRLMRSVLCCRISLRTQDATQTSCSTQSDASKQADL
EP2 mod – EP2 receptor (human) modulation. EP2-expressing cells, cAMP HTRF FRET, PGE2 co-stimulation. induction, % at 25 µM. 0.83% of 260,000 active. AID 940;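 active = compounds whose cAMP rise, as percent of the full-agonist control response, exceeds 60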;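 note: rat C6 glioma line stably carrying human EP2 under a CMV promoter; the protocol text gives 20 µM as final concentration; 100% = response of wells given 1 µM PGE2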
An asterisk follows results filed as active. This is a subset; count on the stated rates, not on these rows.

compound	EP2 antag	EP2 mod
COc1cc(NC(=O)CSc2nnc(-c3ccc(F)cc3)o2)cc(OC)c1	11.9	-12.7
CNC(=S)N(Cc1ccc(F)cc1)Cc1cc2cc(OC)ccc2[nH]c1=O	3.8	-31.5
Cc1oc(-c2ccc(F)cc2)nc1C(=O)NC(c1ccccc1)c1cccnc1 (centres undefined)	7.5	4.5
CS[C@@H](CC(=O)O)C(=O)O	7.0	20.8
Cc1cc(C)cc(NC(=O)CSc2nnc(-c3ccoc3C)n2Cc2ccco2)c1	6.2	31.7
CC(C)(C)c1ccc(C(=O)N(Cc2cccs2)Cc2cc3cc4c(cc3[nH]c2=O)OCO4)cc1	15.1	-22.2
O=c1oc2cc(O)ccc2s1	11.2	9.8
CCC(c1nnnn1C1CCCCC1)N(Cc1cccnc1)Cc1cc2ccc(OC)cc2[nH]c1=O (centres undefined)	20.7	-41.9
O=C(O)[C@H]1CCCN1	18.5	8.3
COc1cccc(NC(=O)c2sc(NC(=O)c3ccc(C)cc3)nc2C)c1	17.1	-15.1
Cc1cc2cc3c(cc2nc1SCC(=O)Nc1ccccc1F)CCC3	13.2	12.0
CC(=O)C1=C(O)C(=O)NC1c1ccc(C(C)C)cc1 (centres undefined)	11.5	18.4
CCOC(=O)c1c(-c2ccc(OC)cc2)csc1NC(=O)CC	4.8	50.0
CC1CCc2c(sc3nc(C(C)C)nc(SCC(N)=O)c23)C1 (centres undefined)	9.9	-7.9
COc1ccc(NC(=O)CCN2C(=O)/C(=C/c3cc(OC)c(OC)c(OC)c3)SC2=S)cc1	11.1	-6.3
C1=CCC(CN2CCN(CC3CC4C=CC3C4)CC2)CC1 (centres undefined)	8.6	-21.3
CCN1CCN(C(=O)CN(c2ccc(Cl)cc2C)S(C)(=O)=O)CC1	17.6	1.6
O=C(Nc1ccc(F)cc1)c1ccc2snnc2c1	8.4	-86.2
Nc1ccccc1NC(=O)CN1CCOCC1	15.3	4.4
OC(CN1CCC(O)(c2cccc(C(F)(F)F)c2)CC1)c1ccc(Cl)cc1 (centres undefined)	7.6	-87.5
Cc1cc2nc(C3CCN(CC(=O)Nc4ccccc4-c4ccccc4)CC3)[nH]c2cc1C	7.6	-6.7
O=C(Nc1ccc(N2CCOCC2)c(Cl)c1)C1CCCN(c2cccnn2)C1 (centres undefined)	5.0	-14.2
Cc1ccccc1OCCCn1cnc2ccccc21	5.2	-6.3
CCCSc1nc2sc3c(c2c(=O)[nH]1)CCCC3	11.2	12.9
Cc1ccc(-n2ncc3c(SCC(=O)N4CCOCC4)ncnc32)cc1C	8.3	-41.2

Three successive records out of the list so far, quoted:
compound	EP2 antag	EP2 mod
COc1cc(NC(=O)CSc2nnc(-c3ccc(F)cc3)o2)cc(OC)c1	11.9	-12.7
CNC(=S)N(Cc1ccc(F)cc1)Cc1cc2cc(OC)ccc2[nH]c1=O	3.8	-31.5
Cc1oc(-c2ccc(F)cc2)nc1C(=O)NC(c1ccccc1)c1cccnc1 (centres undefined)	7.5	4.5

Ordered by value in EP2 mod (largest number first): 3 from the list above
Compound	EP2 mod
CCCSc1nc2sc3c(c2c(=O)[nH]1)CCCC3	12.9
Nc1ccccc1NC(=O)CN1CCOCC1	4.4
OC(CN1CCC(O)(c2cccc(C(F)(F)F)c2)CC1)c1ccc(Cl)cc1 (centres undefined)	-87.5

Later entries.
compound	EP2 antag	EP2 mod
CCOc1ccccc1NC(=O)CSc1nnnn1-c1cccc(F)c1	7.0	-21.0
N#CCc1nc(-c2ccc3ccccc3c2)cs1	7.1	-72.3
CC(C)(C)NS(=O)(=O)c1ccc(CCC(=O)N2CCCCCC2)cc1	11.7	-13.8
NC1(C(=O)NC2(C(=O)O)CCCC2)CCCC1	12.0	-12.4
Cc1c(C(=O)O[C@H]2C[C@@H](c3ccc(F)cc3)N(C)C2=O)cnn1C	5.5	-5.0
O=c1[nH]c2cc3c(cc2cc1CN(C(=S)NCC1CCCO1)C1CCCC1)OCO3 (centres undefined)	6.3	-12.8
COCCCn1c(SCC(=O)N2CCCCC2C)nnc1-c1ccccc1 (centres undefined)	13.7	13.0
O=c1[nH]c(/C=C/c2ccc(-c3ccc(F)cc3)o2)nc(O)c1[N+](=O)[O-]	4.3	-2.4
N#Cc1nc2c(-c3nc4ccccc4[nH]3)c(N)n(Cc3ccco3)c2nc1C#N	5.5	-23.0
CCCN(Cc1cc2cc(OC)ccc2[nH]c1=O)C(=O)c1ccc(C)cc1	11.1	-40.6
Cc1ccc(CN(CCCn2ccnc2)Cc2cc(Cl)ccc2O)o1	9.6	-15.1
C=CCn1c(N2CCC(C(=O)NCCCN3CCOCC3)CC2)nc2ccccc21	3.6	-19.4
CCc1ccc2[nH]c(=O)c(CN(Cc3nnnn3Cc3ccc(OC)cc3)CC3CCCO3)cc2c1 (centres undefined)	8.4	-6.9
CCc1cc2c(C)ccc(C)c2nc1SCC(=O)Nc1ccccc1OC	5.9	39.5
COc1ccc(-c2noc(C3CCCN(C(=O)c4ccc(F)cc4)C3)n2)cc1OC (centres undefined)	6.8	-26.2
Cc1ccc(NC(=O)CSc2ncnc3sc4c(c23)CCCC4)cc1C	11.5	25.1
Cc1cccc(C)c1NC(=O)CSc1nccc(=O)[nH]1	3.1	-2.7
CC(C)NC(=O)CSc1nnc(-c2ccc(S(=O)(=O)N3CCCC3)cc2)n1C	7.5	-8.2
CC(C)(C)c1ncc(C(=O)Nc2cccc(N3CCCC3)c2)cn1	9.0	-84.8
COc1ccccc1CNC(=O)CS(=O)(=O)c1nc2c(c(C(F)(F)F)n1)CCc1ccccc1-2	10.1	45.2
CC(=O)c1cc2c(cc1O)OC(C)(C)C=C2	8.0	-13.8
Cc1cccnc1Nc1nc(-c2ccncc2)cs1	15.6	-84.5
COc1ccc2nc3sc(C(=O)Nc4ccc(N5CCOCC5)cc4)c(N)c3cc2c1	7.0	-89.9
N#Cc1cc(F)c(N2CCN(C(=O)c3cccs3)CC2)cc1Cl	20.3	-124.8
Cc1cccc(Nc2nc3c(c(=O)[nH]c(=O)n3C)n2CCO)c1	12.3	2.5
COCCn1c2ccccc2n2c(=O)n(CC(=O)N3CCCCCC3)nc12	5.9	-39.5
C#CCCN1CCN(Cc2cn(CC(=O)N3CCOCC3)c3ccccc23)CC1	7.0	1.4
COCc1[nH]nc2c1C(c1ccccc1C(F)(F)F)C(C#N)=C(N)O2 (centres undefined)	8.3	-4.6
Cc1nc2ccccc2n1C1CCN(CC(=O)Nc2ccccc2)CC1	10.5	9.0
O=C(CSc1nnc(COc2cccc3ccccc23)n1-c1ccc(F)cc1)N1CCCC1	2.7	5.4
CCC(=O)N1CCCc2cc(C(O)CN3CCN(c4ccccn4)CC3)ccc21 (centres undefined)	9.8	-34.6
CC(C)CO[C@H](c1ccc2c(c1)OCO2)[C@H](C)Br	12.9	30.8
O=C(Cc1ccccc1)Nc1ccc2c(c1)C(=O)OC2	12.2	-15.2
Cc1oc2c(c1CC(=O)NCc1noc(-c3ccccc3)n1)C(=O)CC(C)(C)C2	11.8	-16.5
COc1ccc(Cl)cc1NC(=O)CN1CCC(n2nnc3cc(C(F)(F)F)ccc32)CC1	6.9	-7.7
Cc1ccc2c(c1)nnn2C1CCN(C(=O)Nc2ccc(Cl)cc2)CC1	11.3	-7.3
CC1(C)Cc2ccccc2-c2nnc(SCC(=O)NC3CCCCCC3)n21	9.0	-80.5
O=C1COc2ccc(S(=O)(=O)N3CCCC(CN4CCCC4=O)C3)cc2N1 (centres undefined)	5.0	-32.1
CCN1C(=O)C(C2SC(=S)N(CC)C2=O)SC1=S (centres undefined)	7.4	-53.0
COCCNC(=O)C1CCN(S(=O)(=O)c2ccc(OC)c(Cl)c2)CC1	15.6	22.7
CCOC(=O)c1sc(NC(=O)COc2c(C)ccc(C)c2C)c(C#N)c1C	10.5	6.4
Cc1ccccc1OCc1nnc(SCC(=O)NC(C)(C)C)n1C	10.1	4.4
COC(=O)c1c(NC(=O)c2ccccc2F)sc(C(=O)Nc2ccccc2OC)c1C	11.2	21.0
CC1=NNC(=S)NCCCN2CCN(CCCNC(=S)NN=C(C)C=NNC(=S)NCCCN3CCN(CCCNC(=S)NN=C1)CC3)CC2	44.9*	55.9
Cc1cc(NCCN2CCOCC2)nc(-c2ccccc2)n1	7.6	-20.2
Cc1ccc(Cc2cnc(NC(=O)C3COc4ccccc4O3)s2)cc1 (centres undefined)	11.3	-9.7
CC(NC(=O)c1ncoc1-c1ccccc1C(F)(F)F)c1ccccn1 (centres undefined)	2.7	7.9
CCCn1c(=O)c(C(=O)NCCO)c(O)c2ccccc21	14.0	24.7
COc1ccc(S(=O)(=O)N2CCC(C(=O)N3CCC(C(N)=O)CC3)CC2)cc1	15.7	2.4
CCCc1cc(=O)[nH]c(NCc2ccco2)n1	6.2	36.5

Next part:
compound	EP2 antag	EP2 mod
O=C(O)/C=C/C(=O)Nc1ccc2c(c1)-c1ccccc1C2	10.4	-41.9
COc1ccc(C(OC(=O)c2cccs2)C(=O)NCc2ccccc2)cc1OC (centres undefined)	19.8	-10.8
COc1ccccc1NC(=O)CN1CCC(n2cnc3cccnc32)CC1	5.1	-32.2
O=C(O)c1ccc(S(=O)(=O)Nc2ccc(S(=O)(=O)Nc3cncs3)cc2)cc1	5.6	5.0
CC(=O)c1c(C)n(-c2ccc(Cl)cc2)c2ccc(OCC(N)=O)cc12	9.0	-191.8
Cc1ncc(CSC(=N)N)n1Cc1ccccc1	12.3	10.6
COc1cccc(CNC(=O)Cn2c(=O)n(C(C)C)c3ncccc32)c1	6.6	-25.4
O=C(CN1C(=O)[C@@H]2CCCN2C(=O)c2ccccc21)NCCc1ccccc1	14.2	-16.7
CCN(CC)C(=O)CSc1nnc(-c2ccncc2)n1CCc1ccccc1	0.7	-22.0
COc1ccc(C(N)c2nccn2C)cc1 (centres undefined)	6.0	13.8
CC1(C)O[C@H]2[C@@H](O1)[C@@H](On1nnc3ccc(Cl)cc31)O[C@@H]2[C@@H]1COC(C)(C)O1	52.0*	26.0
COc1ccc(NC(=O)CN2C(=O)C(C)(C)Oc3ccc(C(=O)NC(C)C)cc32)cc1	11.3	4.0
c1ccc2c(CSCc3cccc4ccccc34)cccc2c1	5.3	23.4
COc1ccc(-c2nc(NC(=O)c3cnc(SC)nc3)sc2C)cc1F	6.6	-7.1
CCOc1ccccc1NC(=O)NC1(C(=O)N2CCN(CC)CC2)CCCCC1	5.8	-4.3
CCOC(=O)c1cnc(SCC(=O)Nc2ccc(OC)cc2)nc1N	5.6	-61.5
CC1CCCCN1CC(=O)Nc1ccc(S(=O)(=O)NC2CCCCC2)cc1 (centres undefined)	14.0	-23.1
Cc1ccc(C(O)CN2CCC3(CC2)CC(O)c2ccccc2O3)cc1C (centres undefined)	5.1	-71.8
COc1cccc(/C=C2\SC(=S)N(CCC(=O)Nc3ccccc3Br)C2=O)c1	6.6	-13.7
Cc1cccc2cc(CN(CCCN(C)C)C(=O)Nc3ccc(F)cc3)c(=O)[nH]c12	9.9	-12.7
COc1cc2c(cc1CN(CCCN(C)C)Cc1ccco1)OCO2	2.0	7.1
CC1CCC2(CC1)Nc1ccccc1CO2 (centres undefined)	12.2	31.4
O=C(C1CCCC1)N1CCC(n2cnc3cccnc32)CC1	4.8	16.9
O=C(CSc1nnc(-c2ccco2)o1)Nc1ccc(Cl)cn1	12.6	0.5
COc1cc(C2C3=C(CCCC3=O)NC3=C2C(=O)CCC3)ccc1OCc1cccc(C)c1	6.2	-26.8
Cc1cccc2cc(CN(C(=O)c3cccs3)C3CCCCC3)c(=O)[nH]c12	7.6	8.0
COc1cc2cc(C)c(SCC(=O)c3ccc4c(c3)OCCO4)nc2cc1OC	16.2	-61.0
COC(=O)[C@]1(C)CCC[C@]2(C)c3ccc(C(C)C)cc3C(=O)CC12 (some centres undefined)	11.2	42.5
COc1ccc(NC(=O)CSc2nc(C(C)C)nc3ccccc23)cc1OC	8.2	-35.3
CN(C)c1cc[n+](CC(=O)c2cccs2)cc1	6.2	17.9
O=C(CCCN1C(=O)/C(=C/c2cccc(Br)c2)SC1=S)Nc1nccs1	13.6	-111.9
COc1ccc([C@H]2CN(Cc3ccccc3)C[C@@H]2NC(=O)c2cccnc2)cc1OC	8.8	7.2
Cc1nc2cc(-c3cccs3)nn2c(N(C)CCO)c1C	5.9	-44.6
Cc1[nH][nH]c(=O)c1C(c1c(C)[nH][nH]c1=O)c1c(OC(C)C)ccc2ccccc12	29.6	-81.5
Cn1c(SCC(N)=O)nnc1-c1ccc(S(=O)(=O)N2CCCC2)cc1	10.5	-5.7
CCOC(=O)c1cnc(SCC(=O)NNC(=O)C(C)C)nc1N	8.2	-12.8
CCCC(=O)Nc1ccc2nc(-c3ccc(OC)cc3)[nH]c2c1	14.7	-72.7
O=C(CSc1nnc(-c2ccco2)n1Cc1ccco1)Nc1ccc(F)cc1	4.3	31.2
COc1cc(C2C(C#N)=C(N)Oc3n[nH]c(C)c32)ccc1OCc1ccc(F)cc1 (centres undefined)	27.2	-84.6
CC(C)(C)NC(=O)CSc1nc2ccccc2n1Cc1ccc(Cl)cc1	5.1	0.4
Cc1ccc(NC(=O)CSc2nnnn2C)cc1Cl	13.7	-43.2
N#Cc1ccc(NC(=O)Cn2cnc([N+](=O)[O-])c2)cc1	6.5	-10.1

High-throughput results from PubChem BioAssay.
